From PubChem BioAssay
Apaf-1 inh – blocks human Apaf-1 apoptosome activity. reconstituted apoptosome caspase-3 activity, DEVD-Rh110 fluorescence. inhibition, % at 20 µM. 330,000 tested, 0.71% active. AID 489030; active means inhibition of at least 40% at 20 µM;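 further: plate controls were DMSO wells for no effect and DEVD-CHO caspase inhibitor wells for full effect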
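Material: reconstituted apoptosome with Apaf-1, cytochrome c, caspase-9, procaspase-3, dATP; medium: pH 7.5 Hepes buffer with CHAPS, BSA, DTT; also added: cytochrome c and DEVD-Rh110 substrate; timing: 30 min plus 50 min, RT; signal: Rh110 fluorescence intensity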
Gli-Sufu block – blocks Gli-Sufu signaling in a luciferase reporter; 340,000 tested, 0.74% active; Sufu-KO-LIGHT fibroblasts, Gli luciferase reporter luminescence; inhibition, % at 5 µM;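 active means inhibition above about 55%, limit read from the data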;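 further: 0% = DMSO-treated cells and 100% = wells with medium but no cells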
SENP8 inh – SENP8 protease inhibition. Q96LD8. purified SENP8, Z-RLRGG-aminoluciferin cleavage, luminescence. inhibition, % at 10 µM. 330,000 tested, 1.2% active. AID 2540
Target sequence (Q96LD8 whole entry, looked up): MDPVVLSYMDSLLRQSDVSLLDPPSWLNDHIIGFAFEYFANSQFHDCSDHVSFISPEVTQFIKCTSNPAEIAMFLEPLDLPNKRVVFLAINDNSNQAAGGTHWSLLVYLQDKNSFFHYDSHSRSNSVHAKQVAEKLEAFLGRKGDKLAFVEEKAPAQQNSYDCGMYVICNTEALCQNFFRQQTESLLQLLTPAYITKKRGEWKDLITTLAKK
Jurkat NFkB inh – inhibitors of the PMA/ionomycin-induced NF-kB reporter in Jurkat cells. inhibition, % at 4 µM. PMA/ionomycin-induced NF-kB luciferase reporter, luminescence. 330,000 tested, 0.53% active
SENP7 inh – SENP7 protease inhibition | recombinant SENP7, Z-RLRGG-aminoluciferin luminescence, 40 min | inhibition, % at 5 µM | 330,000 tested, 1.5% active;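 active means inhibition above about 50% at the single test dose, limit read from the data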;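 further: plate controls were DMSO with enzyme for no effect and no enzyme buffer wells for full effect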
Target sequence (Q9BQF6 706-1050 limits assumed): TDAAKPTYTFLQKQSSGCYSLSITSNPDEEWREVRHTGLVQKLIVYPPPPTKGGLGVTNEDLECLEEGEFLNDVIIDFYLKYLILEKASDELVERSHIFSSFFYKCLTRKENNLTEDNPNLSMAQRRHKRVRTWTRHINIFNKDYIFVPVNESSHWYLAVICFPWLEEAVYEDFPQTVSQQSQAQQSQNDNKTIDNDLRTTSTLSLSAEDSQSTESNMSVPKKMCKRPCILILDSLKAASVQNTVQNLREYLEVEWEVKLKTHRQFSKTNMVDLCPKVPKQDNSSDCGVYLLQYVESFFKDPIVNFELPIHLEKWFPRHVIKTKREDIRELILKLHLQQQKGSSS
UBC13 inh – blocks human UBC13 polyubiquitin chain formation | P61088 | TR-FRET | inhibition, % at 20 µM | 330,000 tested, 0.47% active | AID 485273; in the data active means inhibition above about 45%, passing the limit was not always enough
Target sequence (P61088 whole entry, looked up): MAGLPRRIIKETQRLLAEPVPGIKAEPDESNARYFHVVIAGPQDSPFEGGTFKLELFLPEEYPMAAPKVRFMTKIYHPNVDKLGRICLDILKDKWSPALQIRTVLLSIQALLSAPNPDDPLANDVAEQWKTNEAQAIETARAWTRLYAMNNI
697 NFkB inh – inhibitors of the PMA/ionomycin-induced NF-kB reporter in 697 B cells | 697 B-cell NF-kB luciferase reporter, 16 h | inhibition, % at 4 µM | 330,000 tested, 0.33% active | AID 435022; in the data active means inhibition above about 35%
HKDC1 inhibitor – HKDC1 (human) hexokinase inhibition; 340,000 tested, 0.16% active; recombinant HKDC1, G6PDH/diaphorase resazurin coupled fluorescence; inhibition, % at 20 µM; Q2TB90;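 active means inhibition above about 35% when tested at 20 µM, limit read from the data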;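 further: plate controls were DMSO wells with enzyme for no effect and DMSO wells lacking enzyme for full effect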
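Test system: HK5 enzyme. Quantity: 5 µg/mL HK5 final. Reagent: glucose and ATP substrates. Schedule: 90 min reaction incubation at room temperature, dark. Technique: resazurin-to-resorufin fluorescence via G6PDH and diaphorase coupling, 525/613 nm. Control set: DMSO wells with and without enzyme mix.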
* hit, by the source's call; x = not tested or not shown. Unless noted, no stated cut-off is given here; in the data, active means inhibition above about 50%; inactive means the rest.

SMILES | Apaf-1 inh | Gli-Sufu block | SENP8 inh | Jurkat NFkB inh | SENP7 inh | UBC13 inh | 697 NFkB inh | HKDC1 inhibitor
COc1ccc(C2(CNC(=O)C(=O)Nc3ccc(C)cc3)CCOCC2)cc1 | -1 | -4 | 2 | 7 | -4 | 5 | 7 | -4
NC(=O)c1ccc(NC(=O)CN2CCN(c3ccccc3)CC2)cc1 | -3 | 4 | -7 | -6 | 8 | -1 | 1 | -9
O=C(NCCCN1CCOCC1)c1ccccc1N1C(=O)[C@@H]2Cc3c([nH]c4ccccc34)C(c3ccc(F)cc3)N2C1=O (some centres not stated) | 6 | 11 | -11 | -4 | -8 | 5 | 17 | -1
COc1ccc(S(=O)(=O)Nc2ccc3c(c2)OCO3)cc1C(=O)O | -4 | -4 | 8 | -31 | 2 | 0 | -13 | -3
Cc1cc(C)n(C(=O)CNC(=O)C(c2ccccc2)c2ccccc2)n1 | 6 | -6 | 2 | 3 | 4 | 2 | 18 | 2
Cc1nnc(SCc2cc([N+](=O)[O-])cc3c2OCOC3)[nH]c1=O | -21 | 10 | 3 | -8 | 5 | -5 | 11 | -3
COc1ccc(C2N(c3ccc(OC)cc3)C(=O)C3CCCN32)cc1 (configuration not stated) | -5 | -9 | -6 | 10 | -2 | -4 | 14 | -6
COc1ccc(NC(=O)c2cc(-c3cc(C)ccc3O)n[nH]2)cc1Cl | -13 | -2 | 0 | -7 | -5 | -5 | 3 | -5
Cc1ccn2c(=O)nc(SCC(=O)c3ccccc3)nc2c1 | 7 | -31 | -2 | -82 | -12 | -11 | -28 | 5
COc1cccc(/C=C/c2ccncc2)c1OC | 5 | 56* | -4 | -10 | -1 | 2 | -32 | -3
COc1ccc(S(=O)(=O)N2CCOCC2)cc1C(=O)NC1CCCCC1 | -6 | -3 | 1 | -1 | 4 | 3 | -4 | -8
O=C(NCCCN1CCCC1)c1ccc(CS(=O)(=O)c2ccc(Br)cc2)o1 | 9 | 1 | 2 | -1 | 0 | 7 | -6 | -9
O=C(Nc1ccc(S(=O)(=O)N2C[C@@H]3C[C@@H](C2)c2cccc(=O)n2C3)cc1)c1ccc(F)cc1 | -3 | 8 | 4 | -1 | 1 | 6 | 10 | -4
COc1ccc(C(=O)N(CC2CCCO2)C(C(=O)NCCC(C)C)c2ccc(C)cc2)cc1OC (configuration not stated) | 12 | 7 | -8 | -25 | -3 | -2 | -1 | 2
CCn1c(=S)[nH]c2cc(S(=O)(=O)N3CCOCC3)ccc21 | -3 | 3 | -1 | -19 | 4 | 4 | -36 | -8
Cn1c(=O)oc2cc(S(=O)(=O)N3CCCC(C(=O)NC4CCCc5ccccc54)C3)ccc21 (configuration not stated) | 5 | 1 | -9 | 12 | 21 | -9 | 9 | -8
COc1cccc(=O)c2c(C)n(-c3cc(C)cc(C)c3)c(C)c12 | 9 | 6 | -6 | 21 | 3 | -12 | 18 | 1
Cc1nc(SCC(=O)Nc2nccs2)c(C#N)c(C)c1C | 3 | -1 | -11 | 24 | 0 | 2 | -205 | -2
CCOc1ccc(S(=O)(=O)N2CCN(Cc3ccco3)CC2)cc1 | -2 | 5 | -9 | 2 | -5 | 7 | 1 | 1
CCN=C1S/C(=C\c2ccc(O)c(OCC)c2)C(=O)N1CC | 12 | -23 | 2 | -3 | 7 | -21 | -10 | 5
Cc1cc(S(=O)(=O)NCc2ccccc2)ccc1OCC(=O)NCc1ccccn1 | 6 | -9 | 1 | -19 | -8 | 2 | -8 | -2
CCN1C(=O)C(Cc2nc3ccccc3c(=O)n2C)c2ccccc21 (configuration not stated) | 12 | 4 | 11 | 9 | 5 | 8 | -26 | 2
CCN(Cc1ccccc1)S(=O)(=O)c1ccc(F)cc1 | 2 | -15 | -2 | -2 | -4 | -1 | -6 | -2
O=C(O)CCCc1nc(-c2ccc(Cl)cc2)no1 | 1 | 4 | 4 | 8 | -6 | -8 | -3 | -2
Cc1c(C)n(CCCN(C)C)c2ncnc(Nc3ccc(F)cc3)c12 | 15 | -22 | -12 | -1 | -10 | 3 | -3 | -5
CC(=O)NCc1nc2ccccc2n1Cc1ccccc1F | 1 | 2 | 3 | -7 | 2 | 0 | -34 | 2
COc1ccc(NC(=O)CN(C)C(=O)C(CCSC)NC(=O)c2ccccc2)cc1 (configuration not stated) | 4 | -7 | -6 | 6 | -2 | -1 | 8 | -5
O=S1(=O)CC2SC(=S)N(Cc3ccccc3)C2C1 (configuration not stated) | -16 | 2 | 4 | 8 | -1 | -1 | 3 | -2
CCOc1cccc(C(=O)Nc2ccc(NC(=O)c3ccccc3)c(C)c2)c1 | -14 | -4 | 77* | 3 | 78* | 4 | 10 | -4
COc1ccc2[nH]c(=O)c(CN(C3CCCCC3)C(c3nnnn3Cc3ccco3)C(C)C)cc2c1 (configuration not stated) | 11 | 16 | -8 | -10 | 15 | -40 | -9 | 37*
CC(C)CN(CC(C)C)S(=O)(=O)N1CCC(C(=O)NCc2cccnc2)CC1 | 9 | -3 | -1 | -19 | 11 | -3 | 2 | 0
NS(=O)(=O)OCC(Cc1ccccc1)N1C(=O)c2ccccc2C1=O (configuration not stated) | 1 | 0 | -18 | -12 | -3 | -2 | 7 | -2
O=C(CO/N=C/c1c(Cl)cccc1Cl)NNC(=O)c1cccc(Cl)c1 | -20 | -6 | 5 | -1 | 3 | 0 | -2 | -6
O=C(CCCC(=O)N(c1cccc(F)c1)C(C(=O)NC1CCCC1)c1ccc(O)cc1)Nc1ccccn1 (configuration not stated) | 17 | 9 | 5 | -5 | 2 | 5 | 11 | -5
CCc1nc2ccccc2[nH]c1=O | -13 | 9 | 3 | 3 | 3 | 31 | 25 | -3
CC(Sc1nc2c(c(=O)[nH]1)CCCC2)C(=O)Nc1ccc(Br)cn1 (configuration not stated) | 9 | -18 | -1 | 9 | 1 | 2 | 10 | 1
CCc1nnc(SCC(=O)Nc2ccccc2Cl)nc1CC | 0 | x | -1 | 1 | -3 | -7 | -9 | -4
O=C(Nc1ccccc1-c1nc2ccccc2[nH]1)c1sc2ccccc2c1Cl | 13 | x | 3 | 17 | 0 | 38 | 27 | x
CCc1c(C)c(C#N)c2[nH]c3ccccc3n2c1=S | 39 | 19 | 29 | 12 | 13 | -30 | 5 | 13
Fc1cccc(Cl)c1CNCc1ccccc1Cl | -16 | -2 | 5 | -10 | 1 | 8 | 6 | -12

Given with values under each structure: 3 of the compounds above
Order of values – Apaf-1 inh, Gli-Sufu block, SENP8 inh, Jurkat NFkB inh, SENP7 inh, UBC13 inh, 697 NFkB inh, HKDC1 inhibitor
> O=C(CO/N=C/c1c(Cl)cccc1Cl)NNC(=O)c1cccc(Cl)c1
 : -20, -6, 5, -1, 3, 0, -2, -6
> Fc1cccc(Cl)c1CNCc1ccccc1Cl
 : -16, -2, 5, -10, 1, 8, 6, -12
> CC(=O)NCc1nc2ccccc2n1Cc1ccccc1F
 : 1, 2, 3, -7, 2, 0, -34, 2

Next compounds follow.
SMILES | Apaf-1 inh | Gli-Sufu block | SENP8 inh | Jurkat NFkB inh | SENP7 inh | UBC13 inh | 697 NFkB inh | HKDC1 inhibitor
COc1ccc(N2CCN(C(=O)C3COc4ccccc4O3)CC2)cc1 (configuration not stated) | 6 | 0 | -2 | -11 | 2 | 1 | -17 | 2
CCSc1nnc(-c2ccc(S(=O)(=O)N3CCOCC3)cc2)n1CC1CCCO1 (configuration not stated) | 3 | x | -12 | -6 | -6 | -13 | 1 | -9
COc1ccc(O)c(C(=O)c2cc(C(=O)NCCc3ccccc3)c(=O)n(CCc3ccccc3)c2)c1 | 19 | 16 | -7 | 5 | -12 | -24 | -23 | -4
O=C(CN1CCOCC1)N1N=C(c2cccs2)CC1c1cccs1 (configuration not stated) | -14 | 4 | 1 | 6 | 4 | -8 | -7 | 2
C=CCn1c(-c2ccccc2)nc(=S)c2c1CC(C)(C)OC2 | -1 | 4 | 0 | 9 | -2 | 27 | 0 | -6
CC(C)c1ccc(C(C)NCCS(=O)(=O)c2ccc(Br)cc2)cc1 (configuration not stated) | 29 | 1 | -8 | -1 | 11 | -5 | -10 | -1
CC(C)NC(=O)NC(=O)COC(=O)c1ccc([N+](=O)[O-])cc1Cl | 7 | -9 | -8 | 2 | 8 | -2 | 13 | -5
CCCCSc1nsc(NC(C)=O)n1 | -1 | -89 | 7 | -81 | 14 | 6 | -103 | 3
Cc1occc1-c1nnc(SCC(=O)NCCc2ccccc2)o1 | -3 | -6 | 3 | 5 | 9 | 4 | 11 | -5
CN(C)c1ccc(NC(=S)c2ccc3ccccc3n2)cc1 | 20 | -88 | -12 | -94 | -14 | -55 | -50 | -17
CCc1ccc(-c2ccc(C(=O)C(F)(F)F)[nH]2)cc1 | -2 | -114 | -14 | -102 | 3 | -5 | -144 | -1
Cc1ccc(N2C=Nc3ccc(C)c4nc(C)cc2c34)cc1 | 3 | -31 | -4 | 22 | -8 | 9 | -17 | 2
Cc1nc2ccccc2n1C(C)c1ccccc1 (configuration not stated) | 5 | 7 | -7 | -8 | 8 | 0 | -24 | -1
NC(=O)CSc1oc(-c2ccco2)nc1S(=O)(=O)c1ccccc1 | 10 | 1 | -12 | -9 | -6 | -6 | -2 | 1
O=C(Nc1ccccc1)c1cc(Cl)nc2ccccc12 | -18 | 1 | -4 | 3 | 5 | 0 | 16 | 4
CCC(CC)C(=O)NCCc1ccc(S(N)(=O)=O)cc1 | 1 | 1 | -5 | -11 | -10 | -14 | -6 | -3
CCOC(=O)C1=C(c2ccccc2)N=C2SCC(=O)N2C1c1ccc(OCC)c(OCC)c1 (configuration not stated) | 18 | 1 | -9 | -1 | -3 | 2 | -13 | 2
COc1ccc(C(=O)N2CCN(C(C)=O)CC2)cc1S(=O)(=O)N1CCOCC1 | -8 | 3 | 1 | -13 | -11 | 6 | 12 | -6
COc1ccc(CNC(=O)C2CCCN(S(=O)(=O)c3cc(C)ccc3OC)C2)cc1 (configuration not stated) | -7 | 2 | 0 | 9 | 9 | 0 | 12 | -4
COc1cc(/C=N/N2CCCCC2)cc([N+](=O)[O-])c1O | 3 | -7 | 1 | 14 | 1 | -55 | 2 | 3
O=C(O)CCNc1ccc(NCCC(=O)O)c2c1C(=O)c1ccccc1C2=O | -12 | 13 | 20 | 11 | 12 | -100 | 1 | 19
O=C(NN1CCN(Cc2ccccc2Cl)CC1)c1ccc(Br)cc1 | 3 | 3 | -11 | -4 | -1 | -12 | -49 | -5
CC(C)(C)c1ccc(C(=O)Nc2ccc(N3CCOCC3)cc2)cc1 | -11 | -3 | -2 | 6 | -6 | 5 | -84 | -9
Cc1cnc(C(=O)Nc2nnc(C(C)C)s2)cn1 | -3 | -47 | -5 | -19 | -4 | -9 | -82 | -3
O=C(COc1ccccc1O)c1cccs1 | 3 | -4 | -14 | -3 | 0 | -9 | 3 | 0
COc1ccc(CN2C(=O)c3cccnc3C2=O)cc1S(=O)(=O)NCc1ccc(C)cc1 | 0 | 0 | -6 | 6 | -4 | -3 | -4 | -2
CC(C)(C)C1CCc2c(C(=O)N/N=C/c3cccs3)csc2C1 (configuration not stated) | 16 | -51 | -7 | -61 | -5 | -26 | -63 | 11
CN(Cc1ccccc1)C(=O)c1ccc(NC(=O)c2ccccc2)cc1 | 0 | -10 | 1 | 3 | 1 | 7 | -19 | -3
NC(=O)C1CCN(CC(=O)NCc2ccccc2)CC1 | 7 | -8 | -1 | -4 | 4 | 5 | 8 | -2
COc1ccc(S(=O)(=O)N2CCC3(CC2)OCCO3)cc1 | 4 | -6 | -7 | -3 | 3 | -2 | 16 | -10
Cc1ccc(NC(=O)COC(=O)CCC(=O)c2cccs2)cc1C | -11 | 2 | 2 | -2 | 10 | 15 | 11 | -8
Cc1nc(C)c(N)c(=O)[nH]1 | -6 | -1 | 4 | -18 | 3 | 3 | 14 | -6
COc1ccc(/[N+]([O-])=C/c2ccco2)cc1 | 4 | -45 | -16 | -57 | -5 | -19 | -48 | -6

2 compounds from above, showing only UBC13 inh, SENP7 inh and 697 NFkB inh:
smiles	UBC13 inh	SENP7 inh	697 NFkB inh
CN(Cc1ccccc1)C(=O)c1ccc(NC(=O)c2ccccc2)cc1	7	1	-19
NC(=O)C1CCN(CC(=O)NCc2ccccc2)CC1	5	4	8
